# H9c2 protect – cardioprotection against H2O2-induced cell death, primary screen, uHTS, H9c2 cells, ATPLite luminescence; protection from H2O2 cell death, % at 20 µM; H9c2 cardiomyocytes, H2O2 injury protection, 2 h; actives 0.63% (n = 360,000); AID 588492, 2011;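 active means compounds giving at least 50% protection of heart cells from peroxide-induced death in the single-dose screen, raw or plate-pattern-corrected value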;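 further: 0% = DMSO wells with peroxide and 100% = DMSO wells without peroxide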
# NR2E3 ag-1 – inhibitors of NR2E3-RetCOR corepressor binding, primary screen, NR2E3 agonist project, biochemical, TR-FRET, GST-NR2E3, biotin-RetCOR; 1536-well; inhibition of corepressor binding, % at 4.78 µM; actives 0.12% (n = 320,000); AID 2300, 2010;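 active means percent inhibition above the cutoff of mean plus 3 SD of all tested compounds, set per screening campaign, cut at about 20% in these data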;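 further: 0% = DMSO wells and 100% = biotin wells as full block of FRET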
# Target sequence (Q9Y5X4 whole entry, looked up): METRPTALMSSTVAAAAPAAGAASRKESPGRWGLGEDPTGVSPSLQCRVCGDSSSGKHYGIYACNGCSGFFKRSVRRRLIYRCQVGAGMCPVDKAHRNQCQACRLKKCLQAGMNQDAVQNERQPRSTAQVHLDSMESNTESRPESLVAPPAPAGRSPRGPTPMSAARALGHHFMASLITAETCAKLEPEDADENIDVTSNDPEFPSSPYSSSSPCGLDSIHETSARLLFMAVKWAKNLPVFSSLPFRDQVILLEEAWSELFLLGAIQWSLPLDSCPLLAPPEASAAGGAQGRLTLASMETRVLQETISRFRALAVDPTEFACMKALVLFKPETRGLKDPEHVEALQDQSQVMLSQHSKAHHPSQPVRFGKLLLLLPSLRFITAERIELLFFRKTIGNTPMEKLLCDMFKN
#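 System: GST-NR2E3 and biotin-RetCOR proteins; probe or stimulus: 7 nM biotin-RetCOR; doses: compound at 4.8 µM, single dose; schedule: Compound–protein incubation for 5 h at 4 °C; detection: time-resolved FRET; read-out: percent inhibition; controls: biotin wells as high control, 0.6% DMSO wells as low control; format: 1536-well plates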
# Shn3 3UTR inh – reduction of Shn3 3'UTR firefly luciferase signal, primary screen, Schnurri-3 inhibitor project, cell-based, Clone20 osteoblasts, set 2 | Clone20 osteoblast Shn3 3'UTR firefly luciferase, 24 h | inhibition, % at 12.5 µM | actives 0.52% (n = 360,000);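 active means mean inhibition of at least 75% with every replicate also reaching 75%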;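 further: 0% = median of neutral control wells and 100% = pilot-screen positive control compound; some compounds past the cut are filed as inactive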
# PDI inh – inhibitors of human PDI, primary screen, biochemical, turbidity, single point, plate reader | actives 0.052% (n = 350,000) | AID 588391, 2011 | inhibition, % at 10 µM | PDI insulin aggregation turbidity, A650, 90 min;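 active means mean inhibition across replicates of 30% or more, whatever share of single replicates reach that level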;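 further: absorbance from insulin aggregation driven by PDI reduction with DTT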
# Target sequence (P07237 whole entry, looked up): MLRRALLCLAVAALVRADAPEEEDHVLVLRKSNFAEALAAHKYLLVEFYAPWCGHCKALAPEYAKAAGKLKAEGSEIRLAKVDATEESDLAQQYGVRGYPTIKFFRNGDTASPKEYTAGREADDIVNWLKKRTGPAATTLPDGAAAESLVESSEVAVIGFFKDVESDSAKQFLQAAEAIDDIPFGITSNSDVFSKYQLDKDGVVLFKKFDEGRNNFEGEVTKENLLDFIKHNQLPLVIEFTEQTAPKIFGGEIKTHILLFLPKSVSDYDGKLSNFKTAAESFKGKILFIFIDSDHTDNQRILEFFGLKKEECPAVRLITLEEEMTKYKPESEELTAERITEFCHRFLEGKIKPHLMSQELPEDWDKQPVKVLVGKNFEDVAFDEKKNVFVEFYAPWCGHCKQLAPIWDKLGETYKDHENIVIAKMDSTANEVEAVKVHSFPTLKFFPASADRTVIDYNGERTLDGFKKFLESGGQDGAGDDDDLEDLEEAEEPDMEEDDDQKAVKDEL
# Peg3 prom inh – Peg3 promoter-driven luciferase inhibitors, primary screen, cell-based, HeLa, luciferase luminescence; HeLa PEG-Prom luciferase reporter, overnight; inhibition, % at 20 µM; actives 1.7% (n = 360,000); AID 588405, 2011;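 active means inhibition of at least 50% at 20 µM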
# m5-HT2A agonist – mouse Htr2a agonists via beta-arrestin recruitment, primary screen, cell-based, luminescence. actives 0.66% (n = 360,000). activation, % at 7.6 µM. 5-hydroxytryptamine receptor 2A (Mus musculus), P35363. CHO-K1 mHTR2A beta-arrestin complementation; percent of 30 µM serotonin response. AID 624169, 2012;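 active means activation above a run cutoff, the mean activation of all tested compounds plus 3 SD, cut at about 14% in these data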;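 further: 0% = plate median of compound wells and 100% = 30 µM serotonin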
# CaV13 ICDI inh – Primary screen for inhibitors of IQ motif and Ca2+-dependent inactivation inhibitor domain binding in CACNA1D, Förster resonance energy transfer in living cells, … | actives 0.098% (n = 340,000) | AID 743397 | HEK cells, CFP/YFP FRET ICDI-IQ, plate reader, 10 min; percent FRET-ratio fall versus neutral wells | inhibition, % at 12.3 µM;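 active means mean replicate inhibition of at least 30% and at least 1% of replicates passing that level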;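 further: 0% = median of the neutral control wells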
# HIF-2a inh – HIF-2a reporter inhibitors, primary screen, luminescence, 786-0 RCC cells; 786-0 RCC cells HIF-2a reporter, luciferase luminescence, overnight; inhibition, % at 18.8 µM; actives 0.72% (n = 360,000);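 active means inhibition of the luminescence signal of 40% or more relative to plate controls, in a single-dose primary screen at 18.75 µM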
# TRPM1 prom inh – inhibitors of MITF-dependent TRPM1 promoter reporter, primary screen, cell-based, SK-MEL-5, single point, luciferase | SK-MEL-5 TRPM1 promoter luciferase, 24 h | actives 0.83% (n = 330,000) | inhibition, % at 12.5 µM;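 active means mean inhibition across replicates of 60% or more, whatever share of single replicates reaches that level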; further: values of inactives mirror those of a sister screen read the other way
# NR2E3 ag-2 – NR2E3 agonists in two-hybrid cells, primary screen, cell-based, luminescence, CHO-S, Gal4-NCOR/VP16-NR2E3. Photoreceptor-specific nuclear receptor (Homo sapiens), Q9Y5X4. luciferase. inhibition of corepressor binding, % at 3.98 µM. actives 0.35% (n = 360,000). AID 602229, 2012;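 active means inhibition above the mean of all tested compounds plus 3 SD, cut at about 70% in these data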;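 further: 0% = DMSO with NR2E3 transfected cells and 100% = cells lacking NR2E3 construct; higher means lower luciferase signal from less NR2E3 corepressor binding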
# hiPSC survival – enhancers of single-cell hiPSC survival, primary screen, ATPlite luminescence | 100% = ROCK inhibitor wells, 0% = DMSO | survival enhancement, % at 20 µM | actives 0.044% (n = 360,000) | AID 602274, 2012; in the data active means survival enhancement above about 18%;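 further: cells exposed to compounds for 16 hours before the ATP read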
# * marks the source's active call; other numbers are inactive results; · = no result given.
SMILES,H9c2 protect,NR2E3 ag-1,Shn3 3UTR inh,PDI inh,Peg3 prom inh,m5-HT2A agonist,CaV13 ICDI inh,HIF-2a inh,TRPM1 prom inh,NR2E3 ag-2,hiPSC survival
Cc1ccc([C@H]2N[C@]3(CCCN(Cc4ccc(C(F)(F)F)cc4)C3=O)[C@H]3C(=O)N(C)C(=O)[C@@H]23)cc1,-7,·,13,8,2,-6,-3,-8,·,12,-0.4
CN1C(=O)/C(=C/c2ccc(O)c([N+](=O)[O-])c2)N(C)C1=S,-4,-2,-13,-4,-3,0,-6,12,4,-14,-0.8
CC(=O)Oc1ccc(C(=O)[C@H]2[C@H]3C(=O)N(c4ccccc4)C(=O)[C@H]3[C@@H]3C=CC=NN32)cc1,14,2,12,-4,0,0,-3,-6,28,-53,-1.0
Cc1cnc(C(=O)OCC(=O)N=c2sccn2Cc2ccccc2Cl)cn1,0,2,11,1,-3,-7,-9,15,3,-11,-0.4
CS(=O)(=O)N(Cc1ccc(Cl)cc1)c1ccc(C(=O)N2CCN(c3ccccc3)CC2)cc1,6,-2,18,25,3,8,-5,10,-4,5,-1.0
Cc1cccc(N(CC(=O)N2CCCC2)S(C)(=O)=O)c1C,-2,·,-11,5,13,-6,-5,6,·,-5,-0.1
Cc1ccccc1C(=O)N1CCC(C(=O)Nc2nccs2)CC1,-3,3,14,-3,-2,0,0,13,7,2,-0.6
Cc1ccc(CN2CCN(C(=O)/C=C/[C@H]3O[C@@H](n4cc(C)c(=O)[nH]c4=O)C[C@@H]3O)CC2)cc1,6,·,2,·,14,-3,-3,18,·,-5,0.1
C=CCn1c(SCC(=O)c2ccc(O)c(O)c2)nnc1-c1cccnc1,7,2,1,1,7,-3,-4,19,13,6,-0.6
CCCOc1ccc(NC(=O)C2CC(=O)N(C)C(=Nc3cccc(OC)c3)S2)cc1 (stereo not drawn),-3,1,-4,-9,-10,5,-1,10,5,21,-0.9
COc1ccc(C(=O)NC2CC2)cc1OC1CCN(Cc2ccccc2)CC1,12,·,-7,5,12,-6,·,9,-3,-36,0.0
CCCCCCC(C)NC(=S)Nc1cc(S(=O)(=O)N(C)C)ccc1C (stereo not drawn),-11,-3,23,2,28,-1,-6,23,17,43,5.2
Cc1cc2c(cc1S(=O)(=O)NCc1ccccc1)n(C)c(=O)c(=O)n2C,-2,-2,-28,·,10,-1,-2,-3,11,-20,2.0
C[C@@]12C(=O)Nc3cc(Cl)ccc3C(=O)N1[C@H]1c3ccccc3OC[C@@H]1[C@@H]2c1ccccc1,-16,0,24,-1,12,-1,·,16,15,4,0.3
Cc1cc(NC(=O)/C=C\C(=O)O)c([N+](=O)[O-])cc1C,-7,0,9,1,10,-2,-20,8,10,-15,-0.3
CCOc1ccc(N/C(N)=N/c2nc(C)cc(C)n2)cc1,-13,4,12,1,6,-7,-11,-6,1,-3,0.1
O=C(CCN=C1NS(=O)(=O)c2ccccc21)N1CCc2ccccc2C1,0,-6,8,11,-1,-3,-1,-16,5,-10,0.5
CCCN1CCc2c(sc(NC(=O)C3CCN(S(=O)(=O)c4cccs4)CC3)c2C(N)=O)C1,14,1,10,-1,31,-3,34*,5,5,20,0.0
O=C(NCc1cccnc1)C1CCN(S(=O)(=O)c2cc([N+](=O)[O-])ccc2Cl)CC1,-7,·,26,10,17,4,-6,-9,6,17,5.7
Cc1ccc(-c2ccc(=O)n(CC(=O)NCCN3CCCCC3C)n2)cc1 (stereo not drawn),4,4,-3,5,7,1,-8,6,1,34,0.4
COc1cc(OC)c(NC(=O)c2cncn2-c2ccc(F)cc2)cc1Cl,-7,1,-1,-3,-9,15*,-5,-4,-7,8,1.2
C=CC(=O)Nc1ccc(Nc2ccnc(Nc3ccc(N4CCN(C)CC4)cc3)n2)cc1,47,·,56,-2,20,-1,·,37,15,31,-6.0
N=C(N)N=Nc1c(O)[nH]c2ccc(Br)cc12,0,-3,10,14,-11,-1,-6,8,4,-25,-0.5
COc1ccc(C(=O)C2CCCCC2=O)cc1 (stereo not drawn),13,0,2,-9,1,5,·,17,-3,-9,0.0
CCCc1cc(=O)[nH]c(SCC(=O)N2CC3(C)CC2CC(C)(C)C3)n1 (stereo not drawn),13,0,-17,-2,9,0,-3,10,-3,-6,-0.5

# Marked active in CaV13 ICDI inh (from the list above):
SMILES,NR2E3 ag-1,Shn3 3UTR inh,PDI inh,Peg3 prom inh,m5-HT2A agonist,CaV13 ICDI inh,HIF-2a inh,TRPM1 prom inh,NR2E3 ag-2
CCCN1CCc2c(sc(NC(=O)C3CCN(S(=O)(=O)c4cccs4)CC3)c2C(N)=O)C1,1,10,-1,31,-3,34*,5,5,20

# The results go on:
SMILES,H9c2 protect,NR2E3 ag-1,Shn3 3UTR inh,PDI inh,Peg3 prom inh,m5-HT2A agonist,CaV13 ICDI inh,HIF-2a inh,TRPM1 prom inh,NR2E3 ag-2,hiPSC survival
CCCCN1CC(COCc2ccccc2)OCCS1(=O)=O (stereo not drawn),2,·,10,0,-5,3,-11,0,7,-23,3.5
CCOC(=O)c1c(/N=C/c2ccccc2O)sc2c1CCC2,0,-3,9,-16,-1,-3,-5,6,-4,0,0.5
O=C(Nc1ccc(S(=O)(=O)Nc2nccs2)cc1)C1=NN(c2ccccc2)C(=O)CC1,3,2,8,6,16,-1,-15,21,20,-5,-0.6
CCN(CC)S(=O)(=O)c1cccc(C(=O)Nc2ccccc2)c1,-2,1,-13,-3,-113,1,-4,-110,-16,-24,1.5
Cc1sc2ncnc(N3CCN(CCOc4ccc(Cl)cc4)CC3)c2c1C,-20,1,85*,-1,12,-1,-7,-10,30,99*,-0.1
CCOc1ccc(CC(=O)N/N=C/c2cccnc2)cc1,-4,2,7,3,-1,11,-19,6,-6,12,1.3
O=C(OCC(=O)N1CCc2ccccc21)c1cccnc1Cl,-1,2,-97,5,-163,1,-9,-7,-46,-111,-0.6
O=C1CN(C(=O)c2ccc(Br)o2)C(c2ccccc2)c2cc(Br)ccc2N1 (stereo not drawn),2,1,7,2,28,6,-8,33,·,-7,-2.7
CN(C)c1ccc(N2C(=NC(=O)c3ccccc3)SC3CS(=O)(=O)CC32)cc1 (stereo not drawn),-3,0,-14,-7,-14,0,-7,-1,-3,-16,-0.5
Cc1ccc(NC(=O)c2ccc(CSc3nnc(-c4ccncc4)n3C)cc2)c(C)c1,2,-1,2,6,-14,1,-7,-17,-4,-9,5.3
Cc1onc(-c2ccccc2Cl)c1C(=O)Oc1cc(N)n(S(=O)(=O)c2ccc(F)cc2)n1,-13,1,9,-5,21,-6,·,23,4,9,0.8
COc1ccc(CCNc2cc(C)[nH]c(=O)c2)cc1OC,6,0,0,-5,-13,3,-3,5,-13,1,-0.1
CCOC(=O)c1c(NC(=S)Nc2cccc(C)c2)sc2c1CC(C)(C)SC2,-9,2,-8,10,24,-5,-4,-1,6,-15,2.4
O=C(C[C@H]1C/C=C\CCCC(=O)OC[C@H]2CCCN2C1=O)NCCO,2,·,-1,12,-72,5,-10,10,-5,1,2.8
COc1cccc(CN2CC(C(=O)NCCN3CCOCC3)CCC2=O)c1 (stereo not drawn),3,1,-5,-3,-14,-1,-2,10,1,1,-0.2
Cc1cc(C)c2c(C)[nH]nc2n1,10,1,4,-1,2,-4,-4,19,·,0,2.2
COc1ccc(S(=O)(=O)NCC2CCCN(C(=O)CSC)C2)cc1 (stereo not drawn),0,2,8,-2,7,1,-4,7,4,-16,-0.5
O=C(NCCCl)Nc1ccc(Cl)c([N+](=O)[O-])c1,-20,2,-39,1,6,-2,7,4,-6,-1,-1.4
O=[N+]([O-])c1cc(C(F)(F)F)ccc1NN=C1CCCC1,-7,-2,7,-6,-17,-4,-4,-26,-6,-14,0.4
O=C(/C=C/c1ccc(F)cc1)NC(=S)N1CCN(c2ccccn2)CC1,-4,3,·,13,-108,-1,-2,-166,-35,-26,0.0
CCCS(=O)(=O)NCc1cn2cccc(C)c2n1,2,0,-24,14,8,0,-7,-3,-14,5,1.1
Cc1ccc(-c2cc(C(F)F)nc(N3CCC(C)CC3)n2)cc1,-9,-2,-7,1,19,1,-4,1,-14,5,4.0
C=C(C)CSc1nc2nc(C)c(Br)cc2[nH]1,9,2,-52,3,-222,0,-6,-172,-54,-77,-1.4

# Entries of single compounds, looked up by structure. Screens in order: H9c2 protect	NR2E3 ag-1	Shn3 3UTR inh	PDI inh	Peg3 prom inh	m5-HT2A agonist	CaV13 ICDI inh	HIF-2a inh	TRPM1 prom inh	NR2E3 ag-2	hiPSC survival
# Listed for CCCCN1CC(COCc2ccccc2)OCCS1(=O)=O (stereo not drawn) = 2	·	10	0	-5	3	-11	0	7	-23	3.5
# Listed for O=C(NCCCl)Nc1ccc(Cl)c([N+](=O)[O-])c1 = -20	2	-39	1	6	-2	7	4	-6	-1	-1.4
# Listed for N=C(N)N=Nc1c(O)[nH]c2ccc(Br)cc12 = 0	-3	10	14	-11	-1	-6	8	4	-25	-0.5
# Listed for CS(=O)(=O)N(Cc1ccc(Cl)cc1)c1ccc(C(=O)N2CCN(c3ccccc3)CC2)cc1 = 6	-2	18	25	3	8	-5	10	-4	5	-1.0
# Listed for COc1ccc(C(=O)C2CCCCC2=O)cc1 (stereo not drawn) = 13	0	2	-9	1	5	·	17	-3	-9	0.0
